Menin-MLL TR inh – menin-MLL binding inhibition, Texas Red mutant peptide | O00255 | Menin + Texas Red MLL mutant peptide, fluorescence polarization | Potency, µM (highest dose often 61.6 µM), inactives show at the top dose FP activity change, negative = inhibition, actives largely listed as inhibitors | hit rate 0.23% among 270,000 | AID 1768; active = well fitted inhibition curve with a large enough effect in the polarisation, with a control signal flat, not every such curve was filed as active; inconclusive = small, poorly fitted or top-dose-only effect, or effect the other way, or a change in a side signal; inactive = no such curve, though single readings can be large or run the other way; the % refers to the polarisation; also: potency is read from the fitted curve at half-maximal effect; % of control where 0% means no effect; many of its hits are not listed in these tables
Mito fusion act – mitochondrial division inhibition or fusion activation | Potency, µM (titrated, usually from 46.1 µM), without a hit: at the highest dose growth rescue (activation), usual class: activators | S. cerevisiae fusion-defective mutant growth rescue, CellTiterGlo 48 h | hit rate 0.23% among 320,000;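 also: potency is read from the fitted curve at half-maximal effect; % of control where 0% means no effect; nearly all actives have a fitted effect of over 45% in size; temperature-sensitive fusion mutants such as fzo1-1 at 37 °C on non-fermentable ethanol glycerol medium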
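Luminescent cell viability in 1536-well qHTS format served as the measure of rescued growth in ts fusion-mutant S. cerevisiae cultured on non-fermentable YPEG for 48 hours at 37C.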
NPC1 prom act – NPC1 promoter activation | Huh7 NPC1 promoter luciferase reporter, 24 h | Potency, µM (series often up to 9.22 µM), for inactives: top-dose activation, hits mostly activators | hit rate 2.4% among 320,000;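 also: potency is read from the fitted curve at half-maximal effect; % of control where 0% means no effect; nearly all actives have a fitted effect of over 60% in size; reporter is driven by a mutant NPC1 promoter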
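Huh7 reporter cells (NPC1 promoter driving luciferase) are dosed with compound for 24 h at 37 °C, 5% CO2; luciferase detection reagent is then added and luminescence measured after 10 min at ambient temperature.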
KCNH2 3.1 inh – inhibitors of human KCNH2 3.1 potassium channel isoform. U2OS KCNH2 3.1, thallium flux FluxOr; active compounds read low. activity change, % (tested at about 1.8 µM). hit rate 0.95% among 340,000. AID 720553;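 active = maximum activity change below -70%; inconclusive = maximum activity change from -70% to -50%; inactive = maximum activity change above -50%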;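 also: thallium influx rate constant from kinetic fluorescence after stimulation buffer; % is scaled to controls: 0 for no effect and ±100 for the full control effect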
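Virally transduced U2OS (3.1 isoform, 4 h infection in dark at RT) → overnight 37 C → FluxOr + Red40 in HBSS/HEPES, 45 min → stimulation buffer, 2 min kinetic read → rate constant vs DMSO controls.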
RORgamma inh – inhibitors of mouse ROR gamma transcriptional activity. Drosophila S2 Gal4-RORgamma UAS-luciferase reporter, 20 h. hit rate 5.4% among 310,000. AID 2551. P51450. Potency, µM (series often up to 53.6 µM), for inactives: at the highest dose activity change, negative = inhibition, actives largely listed as inhibitors; also: potency is read from the fitted curve at half-maximal effect; % is scaled to controls: 0 for no effect and ±100 for the full control effect; nearly all actives have a fitted effect of over 60% in size
Target sequence (P51450 whole entry, looked up, the tested form may be a part): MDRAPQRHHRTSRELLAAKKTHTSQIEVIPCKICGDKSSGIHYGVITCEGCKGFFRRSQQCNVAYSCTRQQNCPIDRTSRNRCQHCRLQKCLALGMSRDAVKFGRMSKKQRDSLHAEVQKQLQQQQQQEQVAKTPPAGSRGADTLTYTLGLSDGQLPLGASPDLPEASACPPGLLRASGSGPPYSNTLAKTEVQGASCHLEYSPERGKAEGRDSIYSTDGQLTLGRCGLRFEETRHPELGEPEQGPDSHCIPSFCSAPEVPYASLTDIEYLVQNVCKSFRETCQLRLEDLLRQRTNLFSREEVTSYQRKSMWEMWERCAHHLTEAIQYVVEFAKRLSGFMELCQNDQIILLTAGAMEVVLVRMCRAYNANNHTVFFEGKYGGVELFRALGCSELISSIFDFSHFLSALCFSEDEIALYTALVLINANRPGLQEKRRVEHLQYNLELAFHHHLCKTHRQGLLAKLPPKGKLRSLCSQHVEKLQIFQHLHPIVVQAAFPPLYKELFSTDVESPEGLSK
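Schneider cells (Drosophila), stable Gal4 DBD–ROR gamma + UAS-luc; 1 hr cmpd preincubation; Cu2+ induction 700 uM final; 20 hr ambient; luminescence.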
PKM2 act – increases activity of human pyruvate kinase M2; P14618; purified PKM2, Kinase-Glo ATP luminescence, activation; response scale: 0% is enzyme alone, no compound; Potency, µM (top dose mostly 57.5 µM), for the others: at the highest dose activation, most hits filed as activators; hit rate 0.34% among 260,000; also: potency is read from the fitted curve at half-maximal effect; % is scaled to controls: 0 for no effect and ±100 for the full control effect; nearly all actives have a fitted effect of over 55% in size
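hPK-M2, >95% pure; 0.1 mM ADP / 0.5 mM PEP final; imidazole pH7.2 buffer w/ 7 mM MgCl2, 50 mM KCl; 1 h RT; Kinase-Glo lum. Intermediate enzyme activity for dual inhibitor/activator qHTS.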
MBNL1 CUG block – inhibitors of human MBNL1 binding to CUG repeat RNA | AID 2675 | hit rate 0.036% among 280,000 | Potency, µM (doses to about 57.5 µM), without a hit: at the highest dose activity change, negative = inhibition, hits mostly inhibitors | TR-FRET MBNL1-His/biotin-(CUG)12 binding, 665/545 ratio; active = well fitted inhibition curve with a large enough effect in the signal ratio, with a control signal flat, not every such curve was filed as active; inconclusive = small, poorly fitted or top-dose-only effect, or effect the other way, or a change in a side signal; inactive = no such curve, though single readings can be large or run the other way; the % refers to the signal ratio; also: potency is read from the fitted curve at half-maximal effect; % is scaled to controls: 0 for no effect and ±100 for the full control effect
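MBNL1-His + Biotin-(CUG)12, cpd titration 92 nM–58 uM; Tb anti-His Ab 0.055 ng/ul, SA-XL665 5 nM (final); 60 min RT; ratiometric 665/545 nm, Ex 340 nm; normalized to buffer and full-complex controls.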
Gal4-VP16 FLuc – inhibits Gal4-VP16 luciferase reporter, ROR gamma counter-screen. Drosophila S2 Gal4-VP16 UAS-luciferase, luminescence, 20 h. Potency, µM (series often up to 53.6 µM), for the others: at the highest dose activity, negative = inhibition, actives largely listed as inhibitors. hit rate 3.5% among 310,000. AID 2546;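 also: Gal4-VP16 expression switched on by copper sulfate through the metallothionein promoter; potency is read from the fitted curve at half-maximal effect; % is scaled to controls: 0 for no effect and ±100 for the full control effect; nearly all actives have a fitted effect of over 50% in size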
FLuc counter – firefly luciferase modulation, counter-screen for miR-21 project; Potency, µM (titrated, usually from 57.5 µM), inactives show at the highest dose activity change, negative = inhibition, actives largely listed as inhibitors; purified FLuc, Km substrates, luminescence inhibition; hit rate 6.9% among 360,000; P08659;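 also: potency is read from the fitted curve at half-maximal effect; plate controls were vehicle for no effect and reference inhibitor for full effect; nearly all actives have a fitted effect of over 55% in size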
Target sequence (P08659 whole entry, looked up): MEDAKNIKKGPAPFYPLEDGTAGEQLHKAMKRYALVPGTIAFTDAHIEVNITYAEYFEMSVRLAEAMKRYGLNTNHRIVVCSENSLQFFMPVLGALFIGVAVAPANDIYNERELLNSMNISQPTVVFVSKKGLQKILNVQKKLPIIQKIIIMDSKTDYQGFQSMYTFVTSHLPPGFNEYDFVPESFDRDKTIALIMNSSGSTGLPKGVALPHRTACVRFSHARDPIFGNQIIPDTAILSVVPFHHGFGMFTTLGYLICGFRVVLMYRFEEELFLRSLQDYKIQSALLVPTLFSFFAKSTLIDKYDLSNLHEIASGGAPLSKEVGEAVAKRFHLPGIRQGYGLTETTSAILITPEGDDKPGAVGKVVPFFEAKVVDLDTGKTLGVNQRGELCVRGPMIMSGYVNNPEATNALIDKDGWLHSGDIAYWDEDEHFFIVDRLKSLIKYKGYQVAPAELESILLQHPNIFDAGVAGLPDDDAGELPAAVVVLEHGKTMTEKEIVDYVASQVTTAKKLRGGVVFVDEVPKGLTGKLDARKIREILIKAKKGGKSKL
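Purified P. pyralis luciferase, 10 nM final, with Km-level 10 uM D-luciferin and 10 uM ATP in 50 mM Tris acetate pH 7.5, 10 mM Mg acetate, 0.01% Tween-20, 0.05% BSA; 6-point qHTS titration about 60 µM downward; luminescence read.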
ELG1 DNA repair – blocks ELG1-dependent DNA repair in HEK293T cells. HEK293T ELG1-luciferase reporter, luminescence, 16 h; DNA damage induced by 5-fluorouridine. Potency, µM (top dose mostly 46.1 µM), for inactives: top-dose activity change, negative = inhibition, hits mostly inhibitors. hit rate 2.3% among 330,000. AID 504467; also: potency is read from the fitted curve at half-maximal effect; % is scaled to controls: 0 for no effect and ±100 for the full control effect; nearly all actives have a fitted effect of over 55% in size
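Luminescence from the luciferase reporter, measured 30 min after ONE-Glo reagent at room temperature, was the read-out. Beforehand, 2,000 cells per well were exposed for 16 hr at 37 °C to 5-fluorouridine together with compound or vehicle.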
Rab9 prom act – activators of Rab9 promoter | Huh7 Rab9 promoter-luciferase reporter, luminescence, 24 h | Potency, µM (series often up to 9.22 µM), without a hit: top-dose activation, negative = inhibition, usual class: activators | hit rate 2.8% among 320,000 | AID 485297; also: potency is read from the fitted curve at half-maximal effect; % of control where 0% means no effect; nearly all actives have a fitted effect of over 60% in size
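Huh7 reporter line, Rab9 promoter upstream of luciferase. Compound exposure 24 h at 37 °C in reduced-serum medium with 10% FBS. Read-out: luminescence.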
* hit, by the source's call; u = inconclusive; x = no result given; & = joins results of further samples; [ ] = dose if it differs, or a comment. Unless noted, calls follow the shape of the dose curve; as a rule, active = well fitted curve in the direction sought with a large enough effect; inconclusive = small, poorly fitted or top-dose-only effect, or another doubt; inactive = no such curve, though single readings can be large; an effect the other way counts as inactive or inconclusive. A portion of the library; count on the stated rates, not on these rows.

SMILES	Menin-MLL TR inh	Mito fusion act	NPC1 prom act	KCNH2 3.1 inh	RORgamma inh	PKM2 act	MBNL1 CUG block	Gal4-VP16 FLuc	FLuc counter	ELG1 DNA repair	Rab9 prom act
O=C1CN(C(=O)COc2ccc(F)cc2Br)c2ccccc2N1	2%	4%	-4%	-12	34%	4%	-1%	-2%	u	2%	4%
Cc1c(NC(=O)c2cccc(F)c2)c(=O)n(-c2ccccc2)n1C	-6%	7%	7%	-109*	-5%	-16%	0%	-9%[0.365 µM]	12%	0%	9%
COc1cc(NC(=S)NCCN2CCOCC2)cc(OC)c1OC	10%	3%	-9%	6	-11%	0%	-2%	3%	2%	0%	0%
S=C(NCCc1ccccc1)N/N=C/c1cccc(Cl)c1Cl	10%	-10%	0%	-3	22µM*	1%	-23%	u	-1%	12%	-2%
CN(C)CCC=C1c2ccccc2C=Cc2ccccc21	u	-51%&-11%[inhibitor]	-8%[46.1 µM]	12	-14%[10 µM]	x	x	2%	0%	-4%	-21%[46.1 µM]
O=C(N/N=C/c1cccs1)c1[nH]ncc1Br	-14%	-1%	3.5µM*	-27	-15%	-53%	u	-10%	21µM*	u	4µM*
O=C(CCC1CCCN(Cc2ccc3c(c2)OCCO3)C1)NCc1ccccc1F (centres undefined)	x	2%	-3%	-2	4%	1%	8%	4%	4%	8%	0%
Nc1c([N+](=O)[O-])c(=O)sc2ccccc12	8%	12%	-2%	4	15%	6%	u	-5%	-1%	4%	-1%
COc1ccc(OC)c(NC(=O)C2CCN(c3nc(C)cc(C)n3)CC2)c1	3%	10%	1%	-7	-11%	-1%	2%	-2%	3%	-16%	-5%
CCN(CC(=O)Nc1ccc(NC(C)=O)cc1)C(=O)c1ccc(NC2CC2)c([N+](=O)[O-])c1	x	-1%	-3%	-36	x	x	x	x	u	u	-2%
CCC(CCC(=O)Nc1cccc([N+](=O)[O-])c1)C(=O)O (centres undefined)	x	-2%	2%	-11	-3%	-6%	u	-4%	4%	2%	-10%
COCCn1cnc2c1c(=O)n(Cc1ccc(C#N)cc1)c(=O)n2Cc1ccccc1	2%	-7%	-1%	-1	3%	-1%	-1%	-2%	0%	-1%	0%
Cc1cc(C(=O)Nc2ccccn2)cs1	15%	-3%	1.4µM*	-2	11µM*	-30%	-3%	u	11µM*	u	1.4µM*
Cc1ncc(CN2CCCC(C(=O)Nc3ccc(-n4ccnc4C)cc3)C2)cn1 (centres undefined)	8%	-2%	-4%	-3	-35%	x	-7%	-8%	-1%	23%	-4%
O=C(COc1ncnc2ccccc12)N1CCN(S(=O)(=O)c2ccccc2)CC1	-7%	1%	-3%	3	-9%	-4%	-5%	4%	2%	3%	-2%
CNC(=O)COC(=O)CCC(=O)c1ccc(Cl)cc1	2%	3%	-8%	11	5%	2%	x	7%	2%	-5%	3%
O=C(O)c1cccc(CSc2ncn[nH]2)c1	x	4%	12%	-3	19%	0%	-6%	1%	19µM*	9%	u
Cc1c(C)c2cccnc2c2ncccc12	x	6%	-31%[inhibitor]	-23	x	x	x	x	u	u	-25%
CN(C)/N=C/C=C1\CC/C(=C\c2ccc(Br)cc2)C1=O	6%	-1%	17%	3	16%	4%	24%	2%	u	u	u
O=c1c2nnn(-c3cccc(F)c3)c2ncn1Cc1ccccn1	-2%	3%	-4%	-8	30%	16%	x	-17%	-1%	1%	4%
O=C(O)CCC(=O)NCc1ccc2[nH]c3c(c2c1)CCCC3	-15%	-5%	0%	5	-11%	1%	11%	1%	1%	6%	-5%
COc1cc(CNc2ccc(N3CCN(C(C)=O)CC3)cc2)ccc1OCc1ccc(F)cc1	-13%	1%	-16%	-6	u	9%	5%	-6%	u	u	-34%[inhibitor]
CCOC(=O)c1c(NC(=O)CSc2ncccn2)sc2c1CCN(Cc1ccccc1)C2	-22%	25%	0%	15	u	12%	10%	u	0%	u	-14%
COc1ccc(-c2cccc(NS(=O)(=O)c3cc([N+](=O)[O-])c(C)c([N+](=O)[O-])c3)c2)nn1	x	2%	-1%	3	x	x	x	x	u	0%	1%
CSc1ccc(-c2c(C#N)c(N)nc3c2CCCC3)cc1	-1%	3%	2%	3	-15%[10 µM]	-1%	14%	0%	2%	-1%	1%
Nn1cnnc1N/N=C\c1ccc(-c2ccccc2[N+](=O)[O-])o1	-11%	5%	11%	1	u	-5%	u	u	u	16%	11%
CS(=O)(=O)N1CCc2cc(C(=O)Nc3cccc([N+](=O)[O-])c3)ccc21	u	-1%	0%	-2	-32%[1.91 µM]	2%	u	7%	u	u	10%
O=C(N/N=C/c1cc([N+](=O)[O-])ccc1O)C12CC3CC(CC(C3)C1)C2	u	-4%	1%	-1	u	10%	-1%	0.71µM*	u	u	-6%
Cc1oc(C(C)(C)C)cc1C(=O)N1CCN(c2ccc(C(F)(F)F)cn2)CC1	x	8%	1%	2	2%	-4%	x	-4%	-4%	u	0%
CCOc1ccc(CN2CCC(C(=O)Nc3cccc(-c4ccn[nH]4)c3)CC2)cc1Cl	x	-4%	1%	-5	33%	x	-2%	8%	u	0%	-1%
CCC1SC(CC)C(=O)N(CC(=O)NCc2ccc(F)cc2)C1=O (centres undefined)	-1%	9%	-3%	-4	2%	3%	-4%	0%	3%	-2%	-6%
CSCCC(NS(=O)(=O)c1ccc(Cl)c(Cl)c1)C(=O)O (centres undefined)	1%	-1%	0%	4	33%	-5%	-4%	3%	-20%	3%	u
CCOC(=O)c1ccc(N2C(=O)C(C)=C(C)C2=O)cc1	-7%	-3%	0%	-1	17%	-5%	u	1%	-3%	0%	-1%
Cc1cc(C)n2nc(S(=O)(=O)Nc3c(Cl)cccc3Cl)nc2n1	-9%	-2%	-8%	6	5%	-21%	1%	1%	-2%	0%	-4%
O=C(Nc1ccccc1)Nc1ccccc1C(=O)NCCCN1CCOCC1	x	1%	-1%	3	-3%	-15%	-7%	0%	-18%	-7%	-2%
CCOC(=O)[C@H]1NN=C(C(=O)OC)[C@@H]1c1ccccc1	2%	2%	0%	10	-1%	10%	-16%	-14%	2%	-4%	-4%
CCCCCN(C(=O)CN1CCC(Cc2ccccc2)CC1)c1c(N)n(CCCC)c(=O)[nH]c1=O	-20%	2%	-5%	3	15%	-5%	2%	-2%	-9%	-1%	4%
Cc1ccc(C(=O)NCCOc2cccc3cccnc23)cc1Cl	u	-3%	5%	5	-37%	3%	-5%	2%	u	7%	-8%
CC(C)N(Cc1ccccc1)C(=O)c1cnc2n(c1=O)CCS2	9%	-13%	-3%	3	25%	1%	u	4%	2%	-3%	-1%
CC(=O)C(C)Sc1nnc(-c2ccccc2F)n1C1CC1 (centres undefined)	6%	-14%	-1%	-4	7%	x	-4%	6%	0%	-3%	-2%
CCOc1ccc(N2C(=O)Nc3ccccc3C2(O)C(=O)NCc2ccc(F)cc2)cc1 (centres undefined)	2%	-3%	-2%	6	6%	-1%	0%	4%	-1%	1%	-5%
CC1CN(S(=O)(=O)c2ccc(C(=O)Nc3ccc(S(=O)(=O)Nc4ncccn4)cc3)cc2)CC(C)O1 (centres undefined)	-2%	-5%	1%	-9	-1%	2%	-10%	-7%	-1%	7%	2%
Cc1ccc(NS(=O)(=O)c2c(C)[nH]c(C)c2C(=O)N2CCCCC2)cc1C	1%	7%	-2%	16	-5%	1%	1%	-3%	2%	2%	0%
CC(=O)c1cc2c(cc1NC(=O)c1c(-c3ccccc3)noc1C)OCO2	-25%	3%	-1%	-7	-10%	7%	-6%	-9%	0%	2%	-3%
COc1cc(C=O)c(Cl)cc1OCC(N)=O	-13%	-1%	-6%	3	10%	0%	3%	-8%	0%	0%	-5%
CS(=O)(=O)N(CC(=O)N1CCCCC1)c1cccc(F)c1	3%	-6%	3%	22	-2%	-17%	8%	-5%	1%	10%	-2%
O=C1c2ccccc2C(=O)N1Cc1ccco1	-19%	5%	-2%	7	-19%	-9%	6%	2%	0%	12%	-14%
